CF NFkB inh – inhibitors of PAF-induced NF-kB signaling, primary screen, cell-based, GFP fluorescence, uHTS. AID 588850, 2011. hit rate 0.86% among 360,000. inhibition, % at 5 µM. KKLEB NF-kB-GFP reporter, GFP fluorescence overnight;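 active = at least 50% inhibition at 5 µM, scaled per plate between neutral and stimulator controls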;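 note: PAF is a Pseudomonas aeruginosa culture filtrate used as stimulus; plate controls were PAF-stimulated DMSO wells for no effect and unstimulated DMSO wells for full effect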
LRH-1 inv ag – LRH-1 (NR5A2) inverse agonists, primary screen, cell-based, luminescence, HEK293T, StAR-luciferase reporter. LRH-1 transfected, 24 h. inhibition, % at 3.6 µM. hit rate 0.13% among 360,000. AID 602396, 2012;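 active = inhibition above the mean inhibition of all tested compounds plus 3 SD, cut at about 73% in these data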;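 note: 0% = DMSO wells and 100% = reporter-only cells lacking LRH-1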
TROY NFkB inh – inhibitors of TROY-driven NF-kB signaling, primary screen, Q293 LMP1-TROYcd cells, NF-kB luciferase, uHTS; inhibition, % at 10 µM; hit rate 0.98% among 360,000; Q293 LMP1-TROYcd NF-kB luciferase reporter, 4 h;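 active = compounds whose plate-normalised and pattern-corrected inhibition of the luciferase reporter signal at the single screening dose is 50% or more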
TWEAK-Fn14 inh – inhibitors of TWEAK-Fn14 signaling, primary screen, luciferase reporter cells, uHTS; inhibition, % at 10 µM; hit rate 2% among 360,000; AID 1159606, 2016; TWEAK-stimulated Fn14 reporter cells, luciferase luminescence, 8 h; in the data active = inhibition above about 50%
NCOA3 inh – SRC3 coactivator transcriptional activity inhibitors, primary screen, cell-based, luminescence. Nuclear receptor coactivator 3 (Homo sapiens), Q9Y6Q9. HEK293 GAL4-SRC3 luciferase reporter. inhibition, % at 3.6 µM. hit rate 0.17% among 360,000;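 active = inhibition above a per-campaign cutoff, the mean of all compounds plus 3 SD, cut at about 60% in these data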;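 note: 0% = DMSO-treated cells and 100% = gossypol-treated cells at 36 µM; higher means less SRC3-driven luciferase light from the GAL4 reporter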
SRC2 inh – inhibition of GAL4-SRC2 driven luciferase reporter, primary screen, SRC2 inhibitor project, cell-based, luminescence. Nuclear receptor coactivator 2 (Homo sapiens), Q15596. AID 651957, 2012. inhibition, % at 9 µM. HEK293 GAL4-SRC2 luciferase reporter. hit rate 0.17% among 370,000;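 active = inhibition above the mean inhibition of all tested compounds plus 3 SD, set per campaign, cut at about 52% in these data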;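 note: 0% = DMSO treated cells and 100% = cells given Gossypol at 36 µM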
EBV LMP1 NFkB – EBV LMP1-driven NF-kappaB luciferase reporter inhibitors, primary screen, cell-based, luminescence, single point. inhibition, % at 12.5 µM. hit rate 0.69% among 350,000. LMP1-induced NF-kappaB luciferase reporter cells; in the data active = inhibition above about 41%;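 note: 0% = neutral control wells and 100% = reference inhibitor control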
NCOA1 inh – SRC1 coactivator transcriptional activity inhibitors, primary screen, cell-based, luminescence. hit rate 0.12% among 360,000. AID 588354, 2011. HEK293 GAL4-SRC1 luciferase reporter. inhibition, % at 3.6 µM. Nuclear receptor coactivator 1 (Homo sapiens), Q15788;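 active = inhibition above the campaign mean plus 3 SD, with each screening campaign given its own cutoff, cut at about 60% in these data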;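 note: 0% = DMSO treated cells and 100% = gossypol at 36 µM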
NR2F2 inh – NR2F2 transcriptional activity inhibitors, primary screen, cell-based, luciferase reporter, HEK293T, luminescence | HEK293T NGFI-A luciferase reporter | hit rate 0.7% among 370,000 | inhibition, % at 8.6 µM | COUP transcription factor 2 (Homo sapiens), P24468;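 active = inhibition above a per-plate cutoff, mean inhibition of test wells between control levels plus 3 SD, cut at about 38% in these data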;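 note: cells cotransfected with COUP-TFII expression vector driving the NGFI-A reporter; 0% = median of COUP-TF2 test wells and 100% = reporter-only cells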
KKLEB cytotox – cytotoxicity in KKLEB CF airway cells, primary screen, cytotoxicity control for CF NF-kB inhibitor project, cell-based, uHTS, fluorescence assay plates; KKLEB CF airway cells viability, ATPlite luminescence, overnight; active compounds read low; cells stimulated with P. aeruginosa culture filtrate; activity change (cytotoxicity), % at 5 µM; hit rate 0.36% among 360,000;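 active = corrected activity change at or below -50% at 5 µM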
TRAIL sens C8 – viability loss with TRAIL in NB7+C8 cells, primary screen, TRAIL sensitizer project, cell-based, ATPlite luminescence; inhibition (viability loss, TRAIL sensitization), % at 10 µM; hit rate 1% among 360,000;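 active = compounds causing at least 50% loss of cell viability in the single-dose screen, relative to plate controls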
An asterisk follows results filed as active; . = not tested or not shown. Some of the compounds tested; count on the stated rates, not on these rows.

SMILES	CF NFkB inh	LRH-1 inv ag	TROY NFkB inh	TWEAK-Fn14 inh	NCOA3 inh	SRC2 inh	EBV LMP1 NFkB	NCOA1 inh	NR2F2 inh	KKLEB cytotox	TRAIL sens C8
Cc1c(C)c2ccc(OCC(=O)N3C[C@H]4C[C@@H](C3)c3cccc(=O)n3C4)c(C)c2oc1=O	-11	12	-8	9	-1	11	-3	-2	-14	12	5
Nc1ccccc1C(=O)OCc1ccc([N+](=O)[O-])cc1	-8	-8	-59	-11	-42	-7	-26	-52	-17	10	-13
CCN(CC)CCNCc1nc2ccccc2c(=O)n1-c1ccc(F)cc1	15	6	-1	-6	-5	11	21	-2	15	-10	-6
O=C(c1ccc(CNS(=O)(=O)c2ccccc2)cc1)N1CCC2(CC1)OCCO2	4	1	-11	4	12	-18	-3	-11	19	-2	4
CCC(C(=O)Nc1ccc(Cl)cc1)N1CCCC1=O (stereo unspecified)	8	11	-15	11	7	-19	.	4	-9	-3	-6
CC1=C[C@@H]2c3cccc4[nH]cc(c34)C[C@H]2N(C)C1	-10	-31	13	0	-6	-19	14	7	11	0	-7
O=C(c1ccccc1)c1cn(CC(=O)N2CCCC2)c2ccccc12	-13	23	1	16	5	15	7	4	-21	13	14
Cc1cc(Cl)ccc1C(=O)C1CCCN(C2CCSCC2)C1 (stereo unspecified)	-3	-36	-20	-2	11	-14	-40	3	-6	-1	23
CC12CNCC(C)(CNC1)C2O (stereo unspecified)	7	1	-32	-2	-6	9	-11	9	-6	-4	-17
O=[N+]([O-])c1ccc(N2CCCC2)c(F)c1Br	9	3	-1	-1	14	9	1	8	3	-4	-3
CCN(CC)CCN1Cc2ccccc2C1=N	-10	34	-14	-8	10	2	-5	14	-3	7	-5
CCOP(=S)(OCC)C(O)CCCCCn1c(=O)c(F)cn(C2CCCO2)c1=O (stereo unspecified)	4	-2	18	1	5	-24	3	2	-15	5	8
COC(=O)C1=C(c2ccc(F)cc2OCc2ccccc2)C[C@@H]2CC[C@H]1N2C(=O)NCc1cccc(C(F)(F)F)c1	37	-12	0	18	21	2	4	2	5	-20	-4
O=c1c2cc(Cl)cc(Cl)c2nc(CN2CCOCC2)n1-c1ccccc1F	22	-3	8	2	-4	17	-5	2	15	-4	3
CC1=Nc2ccccc2/C1=C/c1c(O)[nH]c(=O)[nH]c1=O	-4	12	1	8	5	7	-9	3	9	-6	10
CCCCNC(=O)c1c(N)n(CCCOC)c2nc3ccccc3nc12	-13	8	26	4	14	11	15	-3	24	0	11
O=C(NC1CCCCC1)N1Cc2cc(-c3ccccc3)ccc2-n2nncc2C1	-1	16	11	-10	-13	8	.	3	2	11	-6
Cc1ccc(C)c(OCc2cc(C(=O)N3C[C@H]4C[C@@H](C3)c3cccc(=O)n3C4)no2)c1	-11	8	-3	-1	-18	3	1	11	1	7	11
CC12CC(O)C3C(CCC4=CC(=O)CCC43C)C1CCC2=O (stereo unspecified)	13	-1	1	-26	4	-21	-2	-12	10	9	-3
O=C(CCc1nnc2ccc(NCc3ccc(F)cc3)nn12)N1CCC2(CC1)OCCO2	18	3	10	-6	5	-6	4	12	-17	-5	6
COc1cccc(CN2CCN(C(=O)Cc3ccccc3OC)CC2)c1	14	-16	5	-4	8	-19	-2	24	-9	-8	2
N[C@H](CO)Cc1ccccc1	-4	-7	9	6	-13	-11	-2	2	-4	5	15
COC(=O)C1=C(c2ccc(-c3ccccc3)c(F)c2)C[C@@H]2CC[C@H]1N2C(=O)NCc1cc(C)oc1C(F)(F)F	6	-3	11	44	0	19	0	-21	-12	-13	21
Fc1cccc(CN2CCN(c3ccc(Cl)cc3)CC2)c1	-6	-10	-6	-17	15	-23	0	-14	12	5	10
C[C@H]1C/C=C/[C@H]2[C@H](O)[C@H](C)[C@@](C)(O)[C@H]3[C@H](Cc4ccccc4)NC(=O)[C@]32[C@H](O)/C=C/[C@](C)(O)C1	-8	12	-2	-10	30	.	.	-3	.	-17	11

Next section
SMILES	CF NFkB inh	LRH-1 inv ag	TROY NFkB inh	TWEAK-Fn14 inh	NCOA3 inh	SRC2 inh	EBV LMP1 NFkB	NCOA1 inh	NR2F2 inh	KKLEB cytotox	TRAIL sens C8
COC(=O)C1=C(c2ccc(OCc3ccccc3)cc2)C[C@@H]2CC[C@H]1N2C(=O)NCc1ccccc1	3	-11	14	24	-5	7	8	-3	2	-5	-1
O=C1NC(=S)NC(=O)C12C(c1ccccc1)NC(=S)NC2c1ccccc1 (stereo unspecified)	2	16	12	9	0	3	-21	7	-2	-9	3
N#CCCn1cc(C(=O)Nc2ccccc2Cl)c(-c2ccc(F)cc2)n1	7	1	-3	-2	4	-3	0	-7	10	2	-5
CC(C)Cc1[nH]c(=O)c(C#N)c2c1CCC2	-4	10	6	-1	-6	-2	1	8	-4	2	0
COc1ccc2c(C)c(CC(=O)N3C[C@H]4C[C@@H](C3)c3cccc(=O)n3C4)c(=O)oc2c1C	5	-1	9	-6	-11	-1	-6	-53	8	-11	0
Cc1cc(=O)oc2c(C)c(OCC(=O)N3CCN(Cc4ccccc4)CC3)ccc12	6	27	-17	9	22	-41	9	-3	10	-8	0
O=c1[nH]c(=O)n(C2CCCCCC2)c(O)c1C=NC1CCN(Cc2ccccc2)CC1	-1	4	9	-7	-3	-16	4	4	4	-7	12
C=CCN(c1ccc(C(=O)N(CC)CC)cc1)S(C)(=O)=O	13	-13	1	-2	-10	-4	3	4	-11	0	-14
O=C(CNC(=O)OCc1ccccc1)Nc1ccc(Br)cc1C(=O)c1ccccc1Cl	1	-6	8	28	22	11	-1	1	0	7	6
CCOC(=O)CC(SP1(=S)OCC2(CCCCC2)CO1)C(=O)OCC (stereo unspecified)	12	-1	-14	5	20	-7	2	16	12	-3	-12
CN1C(=O)C(=Cc2ccc(OCCN(C)c3ccccn3)cc2)C(=O)N(C)C1=O	-33	7	-18	-7	15	-5	-6	-11	15	14	-8
Cn1c(O)c(C=NCCOc2ccc(Cl)cc2)c(=O)n(C)c1=O	-16	-16	-15	9	12	-14	1	1	-9	8	-8
O=c1c(C=Nc2cccnc2Cl)c(O)n(CCCCl)c(=O)n1C1CCCCC1	14	-5	4	0	11	-39	5	6	15	-4	-7
CCOP(=O)(Cc1cc(C#N)oc1C)OCC	-31	-3	-21	36	16	-10	9	-5	-10	15	1
CN(C)C(=O)Oc1ccc2ccccc2c1Cl	13	-13	-60	-90	-44	-46	7	-24	-46	-7	10
O=C(COc1ccccc1)NCCc1cnc[nH]1	5	6	-16	-3	12	-13	-13	10	-30	1	2
CC(C)(C)n1nnnc1C(c1ccccc1)N1CCC2(CC1)C(=O)NCN2c1ccccc1 (stereo unspecified)	-7	11	13	7	4	-9	.	4	6	-23	-4
Cc1ccsc1C(=O)C1CCCN(Cc2cn(C)nc2C)C1 (stereo unspecified)	-1	17	10	-4	4	3	-3	10	2	2	-3
CC1(C)CN=C(Nc2ccc(F)c(F)c2)S1	5	16	5	-6	5	-24	13	-6	-5	2	-2
CCCCn1c(O)c(C=NCCCN(CC)CC)c(=O)[nH]c1=O	-8	1	-6	7	-45	-13	-4	12	-8	2	-2
Cc1ccc(N2C(=O)NC(=O)/C(=C/c3cnc(-c4ccccc4)nc3)C2=O)cc1C	-21	-17	-1	4	-10	-2	1	-13	-13	-6	1
Cc1cc(=O)oc2c(C)c(OCC(=O)N3CCC(C(=O)O)(c4ccccc4)CC3)ccc12	-11	19	-8	-15	1	-1	-9	-3	7	5	19
CC(C#N)CCC#N (stereo unspecified)	5	-1	-16	8	6	12	-6	1	-7	-2	-4
CCN(CC)C(=O)c1ccc(NC(=O)c2ccc3c(c2)NC(=O)CS3)cc1	-7	5	-10	1	21	2	-3	3	-6	-14	-3
Cc1ccccc1NC1(C#N)CCCCC1	0	-1	14	4	18	-7	0	-3	3	2	0

The list goes on:
SMILES	CF NFkB inh	LRH-1 inv ag	TROY NFkB inh	TWEAK-Fn14 inh	NCOA3 inh	SRC2 inh	EBV LMP1 NFkB	NCOA1 inh	NR2F2 inh	KKLEB cytotox	TRAIL sens C8
O=C(NCC1=C(c2cccc3ccccc23)C[C@@H]2CC[C@H]1N2Cc1ccco1)c1cccs1	8	4	-13	-1	3	-21	10	6	15	-2	26
Cc1cc(OCCCC(=O)NCc2cccs2)ccc1Cl	-3	-2	-5	3	-15	-22	1	-11	4	0	11
O=C1C2CCCN2C(c2ccc(Cl)c(Cl)c2)N1c1ccccn1 (stereo unspecified)	2	8	-13	0	14	-12	1	10	0	-2	0
O=C(Nc1nc(-c2ccccc2)c(-c2ccccc2)s1)c1ccc(S(=O)(=O)N(CCCl)CCCl)cc1	-4	19	-3	-29	-72	-4	11	3	-8	11	28
Cc1ccc(N2C(=O)NC(=O)/C(=C\c3cccn3C(C)(C)C)C2=O)cc1	-12	16	16	-5	-5	-36	-10	-2	15	9	-2
Cn1c(O)c(/C=C2\N=c3ccccc3=C2CCNC(=S)NC2CC2)c(=O)n(C)c1=O	33	-6	14	20	11	-6	7	-8	7	-4	6
Cc1nc2cc(C(=O)N3CCC4(CC3)OCCO4)ccc2n1-c1ccc(Br)cc1	11	-15	-8	-11	-6	7	-11	-3	7	3	-12
CC(OC(=O)c1cn(C)c2ccccc12)C(=O)N1CCCC1 (stereo unspecified)	-21	12	-19	-1	20	-3	-1	5	-7	18	-2
CCOc1cc2c(cc1OCC)-n1cccc1C(c1cccc(F)c1)NC2 (stereo unspecified)	6	6	3	-12	8	-12	6	4	6	-10	4
CCCCCCN=C(C)c1c(O)n(Cc2ccccc2)c(=O)[nH]c1=O	20	4	17	-7	9	-3	8	4	3	-30	-10
COc1ccc(CNCCc2c(C)[nH]c3ccc(OC(F)(F)F)cc23)c(OC)c1	16	26	12	11	7	21	21	7	51*	-11	32
CCCCN=Cc1c(O)n(-c2c(C)cc(C)cc2C)c(=O)[nH]c1=O	-15	-5	5	10	5	-8	4	1	5	6	6
Clc1ccc(N2CCN(Cc3ccccc3Cl)CC2)cc1	1	-3	1	14	-24	7	6	1	7	5	-13
Cc1cc(N)n(C2CCN(C)CC2)n1	-4	3	-4	-2	16	-22	6	4	-4	1	-18
CCOc1ccc(-c2cc(C(=O)N3CCC4(CC3)OCCO4)c3ccccc3n2)cc1	7	-7	-22	-38	-2	-4	-3	-46	-20	-26	71*

Screening data (PubChem BioAssay)
